# GAA spleen mod: inhibitors or activators of human alpha-glucosidase in spleen homogenate | human spleen homogenate, 4-MU-alpha-glucoside fluorescence | Potency, µM (series often up to 79.9 µM), without a hit: at the highest dose activity change, negative = inhibition, hits mostly inhibitors | actives 0.006% (n = 240,000);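 further: 0% = enzyme with vehicle and -100% = no enzyme basal signal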
#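 Human spleen homogenate (1 ug) with 4-methylumbelliferyl-alpha-D-glucopyranoside (1 mM final) in 50 mM citrate/phosphate pH 5.0, 0.01% Tween-20; 40 min at 37 C. Stopped at pH 10; 4-MU fluorescence Ex 365/Em 440 nm; AC50 by Hill fit.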
# GAA glycogen: GAA glycogen-cleavage inhibition or activation; P10253; recombinant GAA, glycogen substrate, Amplex Red glucose oxidase fluorescence; Potency, µM (titrated, usually from 76.4 µM), without a hit: top-dose activity change, negative = inhibition, hits mostly inhibitors; actives 0.38% (n = 300,000);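 further: 0% = full enzyme reaction and -100% = no-enzyme basal signal; the screen sought inhibitors and activators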
#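 Recombinant human alpha-glucosidase (4 nM final) hydrolysed bovine liver glycogen (30 ug) for 40 min at 37 C in pH 5.0 citrate/phosphate with 0.01% Tween-20. Released glucose detected by glucose oxidase/Amplex Red, Ex 573/Em 610 nm. Compounds up to 77 uM; AC50 from Hill fits.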
# Epigenetic derep: epigenetic control regulation, reporter derepression; murine LDR cells, GFP reporter derepression, 30 h; Potency, µM (titrated, usually from 53.9 µM), for the others: at the highest dose GFP activation, hits mostly activators; actives 0.2% (n = 280,000); AID 1865; further: % of control where 0% means no effect; nearly all actives have a fitted effect of over 60% in size
#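 In this reporter-derepression format, murine cells bearing a silenced integrated CMV-GFP locus incubate with test compound (30 h, 37 C), then are washed and imaged; fluorescent objects of 20–120 um count as induced cells.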
# ALDH1A1 inh: ALDH1A1 (human) enzyme inhibition; Purified ALDH1A1, NADH fluorescence, propionaldehyde substrate; Potency, µM (series often up to 75.3 µM), for the others: at the top dose activity, negative = inhibition, usual class: inhibitors; actives 7.3% (n = 220,000); active means well fitted inhibition curve with a large enough effect, not every such curve was filed as active; inconclusive means small, poorly fitted or top-dose-only effect, or another doubt; inactive means no such curve, though single readings can be large or run the other way;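 further: plate controls were no enzyme wells and a reference inhibitor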
# Target sequence (P00352 whole entry, looked up): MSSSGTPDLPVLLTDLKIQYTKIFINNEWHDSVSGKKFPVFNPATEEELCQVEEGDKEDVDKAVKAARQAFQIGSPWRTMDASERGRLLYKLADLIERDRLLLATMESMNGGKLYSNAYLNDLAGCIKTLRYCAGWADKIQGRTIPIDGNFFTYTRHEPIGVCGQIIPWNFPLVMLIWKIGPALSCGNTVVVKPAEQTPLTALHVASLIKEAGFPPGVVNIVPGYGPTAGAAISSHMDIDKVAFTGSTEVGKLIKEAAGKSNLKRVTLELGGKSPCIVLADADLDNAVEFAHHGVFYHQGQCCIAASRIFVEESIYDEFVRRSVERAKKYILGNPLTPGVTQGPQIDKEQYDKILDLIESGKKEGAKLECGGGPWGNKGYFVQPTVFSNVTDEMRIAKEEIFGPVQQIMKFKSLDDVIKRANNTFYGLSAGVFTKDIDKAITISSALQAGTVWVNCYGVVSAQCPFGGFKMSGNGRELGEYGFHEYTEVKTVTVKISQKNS
# GAA inh: alpha-glucosidase (human) inhibition; actives 0.005% (n = 200,000); P10253; purified human GAA, 4-MU-alpha-glucoside fluorescence; Potency, µM (highest dose often 76.9 µM), inactives show at the highest dose activity change, negative = inhibition, actives largely listed as inhibitors;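 further: plate controls were uninhibited enzyme wells for no effect and no-enzyme background for full effect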
#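 Fluorogenic assay: 4 nM human alpha-glucosidase with 400 uM 4-methylumbelliferyl-alpha-D-pyranoside in 50 mM citrate/phosphate, 0.005% Tween-20, pH 5.0, 20 min at room temperature. Compounds tested up to 77 uM; AC50 from Hill fits.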
# Tau fluor counter: counter-screen for tau fibril formation inhibitors | tau K18 P301L (four-repeat tau fragment) Alexa594 fluorescence, heparin fibrillization | Potency, µM (top dose mostly 57.7 µM), inactives show at the top dose activity change, negative = decrease | AID 1463 | actives 0.93% (n = 280,000); further: on the % scale 0 is the no-effect control and ±100 the full control effect; nearly all actives have a fitted effect of over 55% in size
#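 Human K18 P301L tau (15 uM unlabeled plus 0.24 uM Alexa 594-labeled, final) in 100 mM sodium acetate pH 7 was mixed with compound and 20 uM heparin and incubated 6 hr at 37 C.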
# NPSR antag: neuropeptide S receptor (human) antagonism, cAMP; AID 1461; Potency, µM (top dose mostly 38.3 µM), inactives show at the top dose activity change, negative = inhibition, hits mostly inhibitors; Q6W5P4; CHO-NPSR cells, cAMP TR-FRET, antagonist mode; actives 1% (n = 220,000); further: on the % scale 0 is the no-effect control and ±100 the full control effect; nearly all actives have a fitted effect of over 50% in size; many of its hits are not listed in these tables
# GLA spleen mod: inhibitors or activators of human alpha-galactosidase in spleen homogenate. human spleen homogenate, 4MU-alpha-Gal fluorescence, 40 min. Potency, µM (doses to about 80 µM), for the others: at the highest dose activity change, negative = inhibition, most hits filed as inhibitors. P06280. actives 0.008% (n = 240,000);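 further: 0% = enzyme with vehicle and -100% = no enzyme basal signal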
# Target sequence (P06280 32-429 limits assumed): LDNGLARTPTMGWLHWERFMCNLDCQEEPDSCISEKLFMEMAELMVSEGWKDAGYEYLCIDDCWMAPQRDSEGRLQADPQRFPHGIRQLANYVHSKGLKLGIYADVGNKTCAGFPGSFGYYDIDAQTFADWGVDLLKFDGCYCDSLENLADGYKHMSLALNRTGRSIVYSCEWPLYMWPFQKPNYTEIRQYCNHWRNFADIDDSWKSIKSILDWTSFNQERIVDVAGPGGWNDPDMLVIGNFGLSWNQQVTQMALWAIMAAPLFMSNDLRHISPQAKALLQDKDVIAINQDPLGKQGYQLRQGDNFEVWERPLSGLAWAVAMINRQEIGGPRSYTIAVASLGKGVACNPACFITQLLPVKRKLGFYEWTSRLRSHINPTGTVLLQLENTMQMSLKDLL
#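 Spleen homogenate 1 ug + cpd (titration) + 4-MU-alpha-D-galactopyranoside 1 mM; 37C 40 min; 50 mM citrate/phosphate pH 5.0, 0.01% Tween-20; stop pH 10; fluorescence 365/440; AC50 via Hill.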
# Numbers without * were called inactive; ? = inconclusive; . = not tested or not shown; & = joins results of further samples; [ ] = remark or other dose. Unless noted, the call rests on the fitted dose curve; in most records, active means well fitted curve in the direction sought with a large enough effect; inconclusive means small, poorly fitted or top-dose-only effect, or another doubt; inactive means no such curve, though single readings can be large; an effect the other way counts as inactive or inconclusive. Potency means the concentration at half of the fitted maximal effect. Only part of the results is shown (hit frequency here may not be typical).
SMILES,GAA spleen mod,GAA glycogen,Epigenetic derep,ALDH1A1 inh,GAA inh,Tau fluor counter,NPSR antag,GLA spleen mod
COc1ccc(OCC(=O)N2c3ccccc3CCc3ccccc32)cc1,-2%,8%,0.0%,-8%,-11%,7%,-24%,0%
COC(=O)c1ccccc1NC(=O)Cn1cc2c(n1)CCC(C)C2 (stereo unspecified),-10%,8%,-1.0%,4%,4%,-11%,-4%,-24%
Cc1ccc(-c2cc(C(=O)NCc3cccs3)no2)cc1,-9%,-3%,0.0%,15%,-2%,-9%,-14%[46.1 µM],-2%
CCCCn1cnc2c(cnn2-c2ccc(Cl)cc2)c1=O,-16%,11%,4.7%,-4%,3%,-3%,-18%[46.1 µM],7%
N=C1C(=O)OCC1c1ccccc1NC(=O)Nc1ccccc1 (stereo unspecified),-14%,-18%,-1.1%,-5%,2%,2%,7%,9%
C/C(=N\NC(=O)c1nn(C)cc1Br)c1cccc(NC(=O)C(C)(C)C)c1,-4%,-6%,-0.7%,17%,-13%,-2%,-8%[46.1 µM],2%
Cc1ccc(NC(=O)CCCCCCCCCCC2COCCO2)c(C)c1 (stereo unspecified),-8%,2%,0.0%,17%,-5%,-4%,-11%,-10%
Cc1ccc2nc(NC(=O)c3cccc(-c4cc5ccccc5oc4=O)c3)sc2c1,1%,3%,0.4%,16%,3%,-19%,-27%[46.1 µM],9%
COc1ccc(NC(=O)c2nc3ccccc3s2)cc1,-3%,4%,4.8%,?,-10%,-15%,-10%,-3%
Cc1cc(C)c2c(c1)/C(=N/Nc1ccc(S(N)(=O)=O)cc1[N+](=O)[O-])CCC2,-12%,-7%,2.6%,9%,-33%,?,-13%,-8%
O=C(O)c1ccccc1C(=O)OCCCCOC(=O)c1ccccc1C(=O)O,6%,3%,-5.5%,2%,11%,-5%,-4%[46.1 µM],3%
COc1ccccc1-n1c(SCC(N)=O)nc2c(c1=O)SCC2,3%,-10%,0.7%,?,2%[15.4 µM],-2%,-1%[46.1 µM],4%
Cc1cc(C)cc(N(C(=O)c2cc3ccccc3oc2=O)C2C=CS(=O)(=O)C2)c1 (stereo unspecified),0%,18%,-1.1%,1%,3%,-3%,10%,8%
CCN(C(=O)COC(=O)c1ccc2c(=O)n3c(nc2c1)CCC3)C1CCS(=O)(=O)C1 (stereo unspecified),-3%,-3%,-2.5%,?,-8%,7%,20%,-1%
COC(=O)Oc1ccc(/C=N/NC(=O)CSCc2ccc(Cl)cc2)cc1OC,2%,-4%,-0.9%,?,-5%,?,3%,13%
C=CCNC(=O)CCCOc1cccc(C)c1,4%,0%,1.1%,3%,-5%,-3%,-14%[46.1 µM],-7%
CC(C)(C)NC(=O)NC(=O)COC(=O)Cc1coc2ccc3ccccc3c12,?,-16%,1.0%,-7%,?,-23%,2%,-16%
O=C(Nc1ccccc1)c1snc2c(=O)[nH]cnc12,4%,1%,-1.1%,3%,9%,-15%,8%,8%
CC[C@H](C)[C@@H](NC(=O)O[C@H]1C(=O)c2cc(OC)ccc2O[C@@H]1c1ccc(OC)c(Br)c1)C(=O)OC,3%,.,-0.3%,?,.,-19%,.,3%
CCC(=NC1CC(C)(C)NC(C)(C)C1)C1=C(O)CC(C)(C)CC1=O,4%,-18%,-1.8%,-13%,-1%,-2%,-4%[46.1 µM],8%
CC(C)S(=O)(=O)c1nsc2nc(=O)c(/C=C3\C=Nc4ccccc43)c(N)n12,0%,1%,-0.2%,2%,-8%,-19%,3%,6%
CCCN(C(=O)Cc1nc(N)n[nH]1)C1(C(=O)Nc2c(C)cccc2C)CCCCC1,-1%,3%,0.0%,11%,8%,-2%,20%[46.1 µM],2%
O=C(COc1ccc(Cl)cc1Cl)NC(=S)N1CCCc2ccccc21,-3%,-15%,0.6%,7.5µM*,7%,-27%,-18%[46.1 µM],-1%
O=C(Nc1ccc(S(=O)(=O)N2CCCC2)cc1)c1ccc(CN2CCOCC2)cc1,-3%,5%,-1.2%,?,-4%,-4%,-6%[46.1 µM],7%
c1ccc(-c2nn3c(-c4ccco4)nnc3s2)nc1,-5%,6%,-0.9%,24µM*,?,-10%,-4%[46.1 µM],-13%
C/C(=N\OCC(=O)Nc1ccc(OC(F)(F)F)cc1)c1ccc2c(c1)OCCO2,5%,-8%,-1.2%,-9%,5%,-4%,-16%,0%
CCOC(=O)N1CCC(NS(=O)(=O)c2ccc3c(c2)OCC(=O)N3)CC1,3%,5%,0.0%,8%,-11%,-4%,-13%[46.1 µM],6%
CC(C)Cn1c2c(c(O)c(C(=O)Nn3c(Cc4ccccc4)nc4ccccc4c3=O)c1=O)CCCC2,4%,-3%,0.1%,?,-3%,-12%,-46%,-4%
Cc1ccc(NC(=O)CN2C(=O)N/C(=C/c3ccc(N4CCOCC4)cc3)C2=O)cc1,-12%,14%,-1.0%,?,2%,-20%,7%,-7%
CCNC(=S)Nc1cccc(F)c1C,8%,-12%,0.0%,?,?,-12%,9%,4%
O=C1c2cccc3cccc(c23)C(=O)N1/N=C/c1ccc(O)cc1O,-2%,7%,-1.0%,1%,-10%,-20%,7%,7%
C=CC[n+]1ccc2ccccc2c1C,.,2%,0.0%,-2%,-6%,-3%,10%,-6%
CC1CCCN(Cc2c(O)ccc3c2O/C(=C\c2ccco2)C3=O)C1 (stereo unspecified),-10%,-2%,-5.6%,?,-8%,-5%,-45%,-3%
CCCCOc1ccc(C(=O)N/C(=C/C=C/c2ccccc2)C(=O)NCCO)cc1,-10%,7%,-1.6%,1%,0%,-13%,-6%,-5%
COc1ccc(CC(=O)NCc2nnc(SCC(=O)Nc3nccs3)n2C)cc1,0%,23%,?,-8%,-8%,1%,17%,3%
CN(C)/C=C/c1c([N+](=O)[O-])c2ccc(O)cc2n1-c1ccccc1,4%,?,-0.2%,-15%,-6%[15.4 µM],16µM*[quencher],21%,9%
CC(CCC#N)[N+](=O)[O-] (stereo unspecified),8%,.,-0.4%,2%,.,-6%,.,-8%
COc1nc(N)c(S(=O)(=O)c2ccc(C)cc2)cc1C#N,-3%,1%,2.5%,-13%,7%,-23%,-7%[46.1 µM],0%
COc1ccccc1N1CCN(C(=O)c2c(-c3ccccc3Cl)noc2C)CC1,3%,1%,-1.6%,-5%,-4%,-16%,-12%[46.1 µM],7%
COC(=O)c1cc(OC)c(OC)cc1NCC(=O)Nc1cccc(C(F)(F)F)c1,11%,5%,1.3%,?,11%,18µM*[quencher],0%,18%
O=C(CCc1ccccc1)C(=O)N1CCCC(C(=O)c2cccc(Cl)c2)C1 (stereo unspecified),-6%,6%,-1.0%,0%,5%,-17%,22%,-8%
O=C(NCCCN1CCOCC1)c1cc(-c2ccccc2)on1,-3%,6%,2.4%,12%,1%,10%,-2%[46.1 µM],-13%
COc1ccc(CCNc2nc(C)nc3c2oc2ccccc23)cc1OC,-10%,-17%,0.0%,-27%,2%,-10%,-29%[46.1 µM],7%
CC12CCC(C/C1=N\N=C1\NC(=O)/C(=C\c3ccc(Cl)cc3)S1)C2(C)C (stereo unspecified),7%,5%,-1.0%,16%,-9%,-29%,16%,4%
CCOc1ccccc1NC(=O)CCSc1nc2n[nH]c(C)c2c(=N)n1-c1ccccc1Cl,-15%,6%,1.8%,-4%,0%,-4%,?,-10%
COc1cc(OC)c(C2CC(=O)N3CN(C)CSC3=C2C#N)cc1OC (stereo unspecified),2%,-5%,0.7%,8.9µM*,?,-17%,0%[46.1 µM],-2%
COc1cc2c(cc1OC)C(c1ccc3c(c1)OCO3)C1=C(CC(C)(C)CC1=O)N2 (stereo unspecified),-9%,-4%,0.0%,?,2%,-12%,-20%[46.1 µM],1%
COC(=O)C(C)Sc1nc(NCc2ccccc2)nc(N(C)C)n1 (stereo unspecified),-3%,-4%,-1.1%,-3%,1%,-13%,-16%,-3%
CCN(CC)C(=O)CC(c1ccc2c(c1)OCO2)c1c(O)cc(OC)cc1OC (stereo unspecified),-9%&4%,7%,1.1%,.,.,-7%,-4%,-11%&5%
CCN(CC)CC(=O)Nc1ccc(/C(C)=N/NC2=NCCN2)cc1,9%,6%,1.1%,2%,-4%,-3%,-6%,6%

# Fetched by structure from above:
SMILES,GAA spleen mod,GAA glycogen,Epigenetic derep,ALDH1A1 inh,GAA inh,Tau fluor counter,NPSR antag,GLA spleen mod
COc1cc2c(cc1OC)C(c1ccc3c(c1)OCO3)C1=C(CC(C)(C)CC1=O)N2 (stereo unspecified),-9%,-4%,0.0%,?,2%,-12%,-20%[46.1 µM],1%
O=C(NCCCN1CCOCC1)c1cc(-c2ccccc2)on1,-3%,6%,2.4%,12%,1%,10%,-2%[46.1 µM],-13%
COc1cc(OC)c(C2CC(=O)N3CN(C)CSC3=C2C#N)cc1OC (stereo unspecified),2%,-5%,0.7%,8.9µM*,?,-17%,0%[46.1 µM],-2%
CC12CCC(C/C1=N\N=C1\NC(=O)/C(=C\c3ccc(Cl)cc3)S1)C2(C)C (stereo unspecified),7%,5%,-1.0%,16%,-9%,-29%,16%,4%
CCN(CC)CC(=O)Nc1ccc(/C(C)=N/NC2=NCCN2)cc1,9%,6%,1.1%,2%,-4%,-3%,-6%,6%

# Remaining list, next part
SMILES,GAA spleen mod,GAA glycogen,Epigenetic derep,ALDH1A1 inh,GAA inh,Tau fluor counter,NPSR antag,GLA spleen mod
O=C(COC(=O)CCC(=O)c1ccc(Cl)cc1)NCc1ccco1,-6%,5%,-2.5%,?,-2%,-10%,-6%,-3%
Cc1noc(C)c1CSc1nnc(-c2ccncc2)n1-c1ccc(Cl)c(Cl)c1,0%,-8%,1.9%,-3%,-14%,9%,-16%[46.1 µM],5%
CCCCC[C@H](O)/C=C/[C@H]1[C@H](O)CC(O)[C@@H]1C/C=C\CCCC(=O)O (stereo partly specified),-5%,.,0.0%,6%,.,-3%,.,-10%
CCCCn1c(N)c(NCC(C)C)c(=O)[nH]c1=O,-3%,7%,1.0%,-14%,-5%,-6%,4%,8%
Cn1nnnc1-c1cc(Br)ccc1NC(=O)c1ccccc1,-6%,-4%,-0.9%,2%,0%,-3%,?,4%
C=C(C)C(=O)Nc1cccc(C(C)=O)c1,0%,6%,1.7%,9%,0%,-9%,-10%[46.1 µM],4%
CCSc1nnc(NC(=O)c2cc(OC)c(OC)c(OC)c2)s1,.,-3%,2.1%,-2%,-4%,-13%,2%,-5%

# Assay outcomes deposited in PubChem BioAssay by National Center for Advancing Translational Sciences (NCATS).
